Assay outcomes from PubChem BioAssay.
SW480 rereplic: induces DNA re-replication in SW480 colon adenocarcinoma cells; AID 624297; Potency, µM (titrated, usually from 46.1 µM), for the others: at the top dose re-replication activation, hits mostly activators; SW480 DNA re-replication, Hoechst DNA content imaging, 48 h; 340,000 compounds, 1.8% hits; further: % of control where 0% means no effect; nearly all actives have a fitted effect of over 55% in size
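Per well, 250 cells were exposed to pinned compound for 48 hr. Nuclear DNA was visualised with Hoechst (40 min, 37 C) and total object intensity recorded by fluorescence scanning.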
HT1080 IDH1KD tx: HT-1080 IDH1 knockdown cell toxicity (counter line) | HT-1080 IDH1 knockdown viability, ATP luminescence, 48 h | Potency, µM (doses to about 46.1 µM), inactives show top-dose activity, negative = toxicity, usual class: cytotoxic | 360,000 compounds, 2% hits | AID 686971;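 further: 0% = DMSO wells and -100% = cell-free medium wells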
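Luminescent ATP read-out (CellTiter-Glo, 10 min at room temperature) after 48 h compound exposure at 37 °C gave viability of IDH1-knockdown HT-1080 cells. Activity was normalised to DMSO and cell-free wells, then fitted as concentration-response curves.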
GLP-1R agonist: GLP-1 receptor (human) agonism; P43220; HEK293 GLP-1R CRE-luciferase, luminescence, 4-6 h; cells express a hypersensitive GLP-1R form; Potency, µM (doses to about 45.6 µM), for inactives: at the top dose activation, usual class: activators; 380,000 compounds, 0.007% hits; further: % of control where 0% means no effect
Target sequence (P43220 whole entry, looked up): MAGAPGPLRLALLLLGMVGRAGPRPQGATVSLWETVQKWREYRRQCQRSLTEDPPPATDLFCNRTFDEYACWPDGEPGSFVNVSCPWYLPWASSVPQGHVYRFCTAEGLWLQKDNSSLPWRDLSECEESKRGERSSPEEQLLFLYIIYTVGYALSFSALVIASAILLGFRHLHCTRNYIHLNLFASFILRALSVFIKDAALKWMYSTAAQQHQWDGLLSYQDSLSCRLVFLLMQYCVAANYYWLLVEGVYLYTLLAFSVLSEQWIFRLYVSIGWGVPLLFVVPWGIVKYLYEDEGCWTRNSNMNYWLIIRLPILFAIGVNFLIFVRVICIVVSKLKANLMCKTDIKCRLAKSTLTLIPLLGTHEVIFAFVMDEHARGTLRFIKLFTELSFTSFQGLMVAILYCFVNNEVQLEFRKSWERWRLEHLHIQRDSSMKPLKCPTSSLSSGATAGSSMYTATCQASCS
KB-V1 MDR tox: KB-V1 MDR subline cytotoxicity. KB-V1 MDR cells viability, CellTiter-Glo, 72 h. Potency, µM (top dose mostly 46.1 µM), for the others: at the top dose activity change, negative = cytotoxicity, usual class: cytotoxic. 400,000 compounds, 3.4% hits; further: on the % scale 0 is the no-effect control and ±100 the full control effect; nearly all actives have a fitted effect of over 60% in size
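Compound-treated KB-V1 multidrug-resistant cells, 72 h, 37 degrees C; viability by CellTiter-Glo. Fitted qHTS curves give the values.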
HT1080-NT tox: kills 2HG-producing HT-1080-NT fibrosarcoma cells; HT-1080-NT fibrosarcoma viability, CellTiter-Glo ATP luminescence, 48 h; Potency, µM (doses to about 46.1 µM), for the others: at the top dose activity, negative = less viability, usual class: cytotoxic; 360,000 compounds, 1.6% hits;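 further: NT is the 2HG producing partner of a matched IDH1 knockdown line; 0% = DMSO-treated cells and -100% = media-only wells without cells; nearly all actives have a fitted effect of over 55% in size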
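Toxicity toward the 2HG-producing NT line was scored as %Activity, normalised to DMSO and no-cell wells, from CellTiter-Glo luminescence after 48 hours' treatment.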
GLP1R cytotox: cytotoxic in the GLP-1 receptor inverse agonist counter-screen | HEK293 cAMP-luciferase reporter cells, luminescence, 24 h | Potency, µM (top dose mostly 38.3 µM), without a hit: at the top dose activity change, negative = inhibition, hits mostly inhibitors | 410,000 compounds, 0.13% hits | AID 624418;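 further: loss of luciferase light is scored as toxicity; on the % scale 0 is the no-effect control and ±100 the full control effect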
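A 23 nL compound transfer followed 12 hours of cell culture at 37 deg C; exposure then lasted 24 hr. Luciferase assay detection reagent was dispensed and plates read for luminescence after a 12 min room-temperature wait.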
GLP-1R inv ag: inverse agonists of human GLP-1 receptor; P43220; HEK293 GLP-1R CRE-luciferase, luminescence, 24 h; GLP-1R form is constitutively active; Potency, µM (doses to about 38.3 µM), for inactives: at the highest dose activity change, negative = inhibition, hits mostly inhibitors; 410,000 compounds, 1.6% hits; AID 624417; further: on the % scale 0 is the no-effect control and ±100 the full control effect; nearly all actives have a fitted effect of over 55% in size
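Using stably transfected HEK293 (constitutively active GLP-1R, cAMP-luciferase reporter), compounds were incubated 24 hr and luciferase measured by luminescence.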
KB-3-1 cytotox: kills parental KB-3-1 adenocarcinoma cells. 400,000 compounds, 1.4% hits. KB-3-1 viability, CellTiter-Glo ATP luminescence, 72 h. Potency, µM (highest dose often 46.1 µM), for the others: at the highest dose activity change, negative = cytotoxic, hits mostly cytotoxic. AID 1347075; further: on the % scale 0 is the no-effect control and ±100 the full control effect; nearly all actives have a fitted effect of over 60% in size
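Using CellTiter-Glo luminescence, growth of non-resistant KB-3-1 adenocarcinoma cells is assessed 72 h after pin-tool compound addition at 37 °C. Normalized responses across the concentration series yield fitted curves.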
TDP-43 yeast inh: TDP-43 toxicity inhibition in yeast. AID 652104. Potency, µM (highest dose often 46.1 µM), for inactives: top-dose growth rescue (activation), most hits filed as activators. 410,000 compounds, 1.8% hits. TDP-43 expressing yeast growth rescue, BacTiter-Glo, 24 h; further: % of control where 0% means no effect; nearly all actives have a fitted effect of over 50% in size
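Growth rescue of TDP-43-toxic yeast measured as ATP luminescence (BacTiter-Glo). Cells grown to mid-log in raffinose, induced in galactose at OD600=0.02, exposed to compound 24 hr at 30 deg C.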
* = called active by the depositor; ? = inconclusive; . = no result given; [ ] = remark or other dose. The call rests on the fitted dose curve; in most records, active means well fitted curve in the direction sought with a large enough effect; inconclusive means small, poorly fitted or top-dose-only effect, or another doubt; inactive means no such curve, though single readings can be large; an effect the other way counts as inactive or inconclusive. Potency means the concentration at half of the fitted maximal effect. An unsorted share of the library; any-hit rate near 9.4%.

Value order – KB-3-1 cytotox, HT1080-NT tox, GLP-1R agonist, GLP-1R inv ag, SW480 rereplic, KB-V1 MDR tox, TDP-43 yeast inh, GLP1R cytotox, HT1080 IDH1KD tx
COc1ccc(CN2C(=O)C(CC(=O)NC3CC3)CC(C(=O)N(C)C)=C2C)cc1 (centres undefined)
→ 5.1%, 0.3%, -1.8%, 5.9%, ., -8.3%, 5.5%, 2.1%, -1.3%
Cc1ccc(C(CC(N)=O)c2ccco2)cc1 (centres undefined)
→ -2.2%, 8.9%, -5.2%, 5.0%, -3.7%, 9.4%, 5.7%, -8.0%, 1.0%
CC(NC(=O)CCC(=O)c1ccc(F)cc1)C1CC2CCC1C2 (centres undefined)
→ 0.3%, -3.5%, -1.5%, ?, ?, 0.0%, -9.8%, -4.5%, 3.2%
CCn1ccc2cc(S(=O)(=O)N3CCC(C(=O)NCCOC)CC3)ccc21
→ 3.1%, ., ., 2.3%, ., ?, ?, -7.2%, .
CCOC(=O)C1=C(c2ccccc2)Nc2ncnn2C1c1cccc(O)c1 (centres undefined)
→ 12.3%, -2.8%, -8.0%, 5.2%, -23.2%, -5.9%, -11.1%, -4.3%, -9.7%
Cc1ccc2oc(=O)c3cnn(CC(=O)Nc4ccccc4N4CCN(C)CC4)c3c2c1
→ ?, -0.6%, -3.1%, 8.9%, 8.0%, -1.9%, 17.6%, -22.8%, -20.2%
CC(NC(=O)COc1ccccc1)C(=O)N1CCN(c2ccc(F)cc2)CC1 (centres undefined)
→ -0.2%, 1.2%, 16.9%, -15.6%, -3.7%, 18.4µM*, 14.2%, -29.5%, -0.4%
CCC1CCC(C(=O)NC(C(=O)Nc2cccc(OC)c2)C(C)C)CC1 (centres undefined)
→ -1.6%, ., ., 3.1%, ., 1.6%, 23.7%, 1.3%, .
CCOc1ccc(NC(=O)c2ccccc2NC(=O)CN(C)CC(=O)Nc2ccc(C)cc2)cc1
→ 12.5%, -3.9%, 22.3%, -19.5%, -13.8%, 0.0%, 2.9%, 17.5%, -13.5%
CC12CCC(C(=O)N(NC(=O)c3cccnc3)C1=O)C2(C)C (centres undefined)
→ 12.6%, -1.4%, -1.4%, 4.5%, -2.4%, 12.0%, -3.7%, -9.9%, 2.7%
O=C(Nc1cccc(Br)c1)c1ccccc1-c1ccccc1
→ -10.2%, 4.3%, -4.1%, ?, -2.9%, ?, 15.8µM*, 9.0%, 0.6%
Cc1ccc(C(C)C)c(OCCCn2c(=O)oc3ccc(C)cc32)c1
→ 8.1%, ., ., ?, ., ?, 24.3%, 5.9%, .
O=S(=O)(Nc1ccc(-n2cnnn2)cc1)c1ccc(Cl)s1
→ -5.6%, 1.7%, 9.6%, 1.5%, -11.0%, 9.3%, 3.5%, 0.0%, 5.5%
O=C(COC(=O)/C=C/c1cccc(F)c1)Nc1ccc(Cl)cn1
→ 18.8%, 23.2%, -23.1%, 3.6%, -9.2%, 3.0%, 24.6%, 15.1%, 0.3%
Cc1ccc(/C=N/NC(=O)c2ccncc2)s1
→ 10.5%, 1.6%, 8.1%, ?, -7.7%, 16.3%, -5.9%[1.82 µM], ?, 3.1%
O=C(O)c1[nH]c2ccccc2c1C(c1ccccc1)c1c(C(=O)O)[nH]c2ccccc12
→ -1.2%, 2.3%, -1.6%, -2.7%, -37.1%[inhibitor], -2.5%, 15.9%, -19.7%, -1.0%
CCOc1ccc(N2C(=O)CC(SCCN)C2=O)cc1 (centres undefined)
→ 5.5%, 6.8%, -9.9%, -22.9%, -3.7%, 15.8%, 0.1%, -1.7%, 10.5%
Cc1cc(C)cc(OCCCOc2cccc3cccnc23)c1
→ -12.7%, ?, -45.3%[inhibitor], ?, 6.9%, 0.0%, 1.7%, -11.4%, ?
COc1ccc(Br)cc1/C=C/c1ccc2cccc(O)c2n1
→ ?, -26.0%, 20.9%, 12.7%, ?, ?, 19.6%, 0.6%, -18.7%
COC(=O)C(NC(=O)c1ccccc1)=C1C=C(C)OC(C)=C1
→ -15.5%, -4.5%, 0.9%, 1.0%, -2.0%, -0.9%, -11.7%, -6.1%, -1.2%
Cc1ccc(-n2ncc3c(NC4CCCCCC4)ncnc32)cc1Cl
→ -0.5%, ., ., ?, ., -9.4%, ?, -2.8%, .
CCOC(=O)/C=C1\NC(=O)C(C)S1 (centres undefined)
→ 1.9%, 1.7%, -6.1%, 0.0%, 0.3%, 15.6%, 21.4%, 3.5%, -1.3%
COc1ccc(C(F)(F)F)cc1N/C=C\c1nnnn1-c1ccccc1
→ 4.1%, 1.9%, -1.0%, 0.0%, 16.2%, 0.0%, 0.0%, -0.3%, 12.5%
COC(=O)C1=C(CSc2nccn2C)NC(=O)NC1c1cc(C)ccc1C (centres undefined)
→ 3.2%, 10.5%, -9.4%, 0.0%, -9.7%, -6.4%, -18.2%, -14.8%, -0.8%
Cc1noc(C)c1S(=O)(=O)N(C)C[C@H]1OCCCC[C@H](C)Oc2ccc(NC(=O)CCCN(C)C)cc2C(=O)N([C@H](C)CO)C[C@@H]1C
→ 8.9%, -1.2%, 5.2%, 9.4%, ., 14.8%, 7.6%, 5.7%, 7.0%
Cc1nn(C(=O)N2CCOCC2)c(C)c1CN1C(=O)c2ccccc2C1=O
→ 4.7%, 4.1%, 2.6%, 0.0%, -6.6%, ?, -11.2%, -1.6%, 5.4%
O=C(O)C1C2C=CC(O2)C1C(=O)Nc1cccc(C(F)(F)F)c1 (centres undefined)
→ 14.7%, 4.6%, -4.8%, 13.6%, -0.9%, ?, 24.6%, -6.5%, 2.6%
O=C(NCc1ccco1)c1cc2sccc2n1Cc1ccc(F)cc1
→ -0.4%, -3.3%, -10.6%, ?, 6.2%, 16.4µM*, -8.6%, 6.3%, ?
COc1ccc(Cl)cc1NC(=O)CN1CCN(S(=O)(=O)N2CCCCC2)CC1
→ -12.4%, -1.3%, 5.6%, 7.3%, 0.0%, ?, 20.5%, 14.8%, 9.9%
COc1ccccc1C(=O)Oc1cc(N)n(S(=O)(=O)c2ccccc2)n1
→ 4.5%, 0.6%, 0.4%, 3.8%, -30.5%[inhibitor], 0.5%, -0.2%, 2.2%, -2.2%
COc1ccc(COC(=O)C2CC(=O)N(Cc3ccc(C)cc3)C2)cc1 (centres undefined)
→ 0.7%, -2.4%, 0.1%, 15.0%, 7.7%, -1.6%, 8.7%, -5.2%, -5.6%
CC(C)NC(=O)CCc1nnc(Cc2cccc(C(F)(F)F)c2)o1
→ -17.0%, 20.7%, 2.7%, -0.2%, -14.1%, 4.2%, -9.1%, -4.4%, 17.1%
CC(C)[C@@H](C(=O)NCC1CCC(C(=O)O)CC1)n1nnc2ccccc2c1=O (some centres undefined)
→ -2.7%, 0.2%, -1.5%, 6.9%, -8.9%, 7.3%, -1.0%, 14.5%, -1.1%
Cc1ccc(NC(=O)C2CCN(S(=O)(=O)c3c(C)[nH]c(=O)[nH]c3=O)CC2)cc1
→ 8.9%, ?, -4.7%, 10.7%, 9.9%, -1.1%, -14.6%, -11.2%, -2.3%
Cc1ccc(C(=O)NC(=S)Nc2ccccc2C(F)(F)F)c(C)c1
→ 0.3%, 0.0%, 1.7%, -0.4%, -36.0%[inhibitor], 9.7%, 9.4%, 11.6%, 6.9%
COc1ccc(-n2c(SCC(=O)NCC3CCCO3)nc3c(c2=O)SC(C)C3)cc1 (centres undefined)
→ 25.7%, 0.5%, -3.8%, 9.0%, 0.0%, ?, -1.6%, 3.8%, -19.2%
C[C@H]1CN([C@@H](C)CO)S(=O)(=O)c2ccc(C#Cc3ccccn3)cc2O[C@@H]1CN(C)C(=O)C1CC1
→ -2.4%, ?, -1.9%, 11.6%, ., 4.4%, 13.1%, -11.4%, 4.2%
O=C1NC[C@@H](Cc2cccc3ccccc23)N(CCCCC2CCCCC2)C1=O
→ 0.0%, 13.2%, 22.2%, 0.5%, -18.7%, -13.9%, 16.4%, 2.0%, 7.0%
CSCC[C@H](NC(=O)Nc1cccc(Br)c1)C(=O)O
→ 3.9%, 1.5%, -1.0%, 0.1%, 3.9%, 23.8%, -11.1%, -1.9%, 4.0%
COc1ccc(C(=O)Nc2cc(OC)cc(OC)c2)cc1
→ -6.0%, -3.6%, -0.1%, -25.0%, -2.7%, -5.3%, 29.3%, -10.3%, -17.6%
c1ccc(-c2cc3c(nn2)CCc2nonc2-3)cc1
→ 0.0%, 17.1%, 4.1%, 1.2%, -10.2%, -6.5%, 11.7%, -11.3%, 22.0%[9.24 µM]
COc1ccc(NC(=O)C(Cc2ccccc2)NC(=O)c2ccco2)cc1OC (centres undefined)
→ 14.9%, 3.3%, 4.1%, 22.3%, -0.4%, 0.2%, -0.7%, 0.9%, 2.6%
CCOC(=O)CC1C(=O)NCCN1C(=O)c1ccc(Cl)cc1Cl (centres undefined)
→ 7.4%, -7.5%, 4.6%, 34.6%, 2.6%, 0.8%, -1.7%, 24.3%, 0.5%

Compound profiles (already shown). Values in the order: KB-3-1 cytotox	HT1080-NT tox	GLP-1R agonist	GLP-1R inv ag	SW480 rereplic	KB-V1 MDR tox	TDP-43 yeast inh	GLP1R cytotox	HT1080 IDH1KD tx
COc1ccc(COC(=O)C2CC(=O)N(Cc3ccc(C)cc3)C2)cc1 (centres undefined) across the screens: 0.7%	-2.4%	0.1%	15.0%	7.7%	-1.6%	8.7%	-5.2%	-5.6%
CSCC[C@H](NC(=O)Nc1cccc(Br)c1)C(=O)O across the screens: 3.9%	1.5%	-1.0%	0.1%	3.9%	23.8%	-11.1%	-1.9%	4.0%
c1ccc(-c2cc3c(nn2)CCc2nonc2-3)cc1 across the screens: 0.0%	17.1%	4.1%	1.2%	-10.2%	-6.5%	11.7%	-11.3%	22.0%[9.24 µM]
